# Source: PubChem
# BaF3 parental – parental Ba/F3 cell viability inhibition, counter-screen for JAK2V617F inhibitor project, murine pro-B, CellTiter-Glo luminescence; 220,000 compounds, 1.1% hits; AID 1486, 2009; inhibition, % at 5.6 µM; CellTiter-Glo ATP luminescence;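 active = inhibition above a per-campaign cutoff, the mean inhibition of all tested compounds plus 3 SD, cut at about 27% in these data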;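 note: 0% = DMSO wells and 100% = JAK Inhibitor I control wells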
# Wee1 degr inh – Wee1 degradation inhibitors, primary screen, cell-based, HeLa, Wee1K328M-luciferase, luminescence. HeLa Luc-Wee1K328M stability; 100% = proteasome inhibitor MG132 effect. Wee1-like protein kinase (Homo sapiens), P30291. reporter increase, % at 5 µM. 220,000 compounds, 1.2% hits;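 active = activation above the mean of all tested compounds plus 3 SD, set per screening run, cut at about 8.8% in these data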;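 note: cells exposed to compound for 20 h before luminescence read; 0% = DMSO alone and 100% = MG132 at 30 µM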
# Target sequence (P30291 whole entry K328M): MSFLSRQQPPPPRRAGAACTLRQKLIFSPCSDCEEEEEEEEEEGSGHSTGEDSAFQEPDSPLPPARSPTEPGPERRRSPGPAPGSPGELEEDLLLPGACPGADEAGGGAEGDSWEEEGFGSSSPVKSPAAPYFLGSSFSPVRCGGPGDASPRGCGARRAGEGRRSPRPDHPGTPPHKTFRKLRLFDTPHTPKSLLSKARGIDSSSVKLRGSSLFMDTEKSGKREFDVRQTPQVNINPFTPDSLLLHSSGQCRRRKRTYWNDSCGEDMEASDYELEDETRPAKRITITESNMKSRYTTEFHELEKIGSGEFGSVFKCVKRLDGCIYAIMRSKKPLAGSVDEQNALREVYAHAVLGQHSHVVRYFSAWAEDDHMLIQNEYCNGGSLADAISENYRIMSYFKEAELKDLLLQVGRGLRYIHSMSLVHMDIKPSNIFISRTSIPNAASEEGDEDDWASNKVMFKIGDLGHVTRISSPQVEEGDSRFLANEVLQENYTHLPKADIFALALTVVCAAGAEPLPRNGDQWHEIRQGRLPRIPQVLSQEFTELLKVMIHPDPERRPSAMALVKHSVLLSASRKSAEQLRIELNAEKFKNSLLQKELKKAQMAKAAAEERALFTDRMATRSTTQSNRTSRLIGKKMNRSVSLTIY
# eIF4E 4G PPI – eIF4E–eIF4G protein interaction inhibitors, primary screen, biochemical, uHTS, TR-FRET, eIF4GI fragment; Eukaryotic translation initiation factor 4E (Mus musculus) + Eukaryotic translation …; TR-FRET eIF4E-eIF4GI(517-606) binding, 2 h; inhibition, % at 21.7 µM; 220,000 compounds, 0.37% hits;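 active = inhibition above about 30%, limit read from the data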;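 note: 0% = full FRET control wells and 100% = background wells lacking eIF4GI fragment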
# S1P4 antag – S1P4 receptor antagonists, primary screen, cell-based; S1P4-expressing cells, antagonist mode, reporter read-out; inhibition, % at 4.98 µM; 220,000 compounds, 0.26% hits; AID 1510, 2009; Sphingosine 1-phosphate receptor 4 (Homo sapiens), O95977; in the data active = inhibition above about 29%;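 note: 0% = wells stimulated with agonist and 100% = vehicle wells without agonist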
# Target sequence (O95977 whole entry, looked up): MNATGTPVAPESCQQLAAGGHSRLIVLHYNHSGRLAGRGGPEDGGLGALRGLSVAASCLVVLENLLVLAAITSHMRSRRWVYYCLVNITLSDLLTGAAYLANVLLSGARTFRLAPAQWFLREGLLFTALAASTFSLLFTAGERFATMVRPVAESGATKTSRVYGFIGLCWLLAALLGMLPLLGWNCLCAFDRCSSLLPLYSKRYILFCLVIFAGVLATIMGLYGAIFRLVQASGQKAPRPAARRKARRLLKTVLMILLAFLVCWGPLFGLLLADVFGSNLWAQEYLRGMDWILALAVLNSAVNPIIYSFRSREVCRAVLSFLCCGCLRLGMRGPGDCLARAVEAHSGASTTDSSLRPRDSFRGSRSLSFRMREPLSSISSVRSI
# MDM2 E3 inh – MDM2-luciferase reporter signal enhancers, primary screen, MDM2 E3 ligase inhibitor project, cell-based, luminescence, 1536-well. E3 ubiquitin-protein ligase Mdm2 (Homo sapiens), Q00987. cell-based MDM2 ubiquitination luciferase reporter, 2 h; 0 = plate control, 100 = twice control, blank-subtracted. signal enhancement, % at 5 µM. 210,000 compounds, 0.11% hits;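 active = signal enhancement of 30% or more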;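 note: luminescence tracks abundance of the self-degrading MDM2-luciferase fusion protein; higher signal means inhibition of MDM2 E3 ligase activity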
#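 System: stable MDM2–luciferase fusion reporter cells / Input: 2000 cells seeded into each well / Schedule: 4 h settle plus 2 h compound, 37 °C / Compound: single-point 5 µM / Buffer or medium: cells held in DMEM / Benchmarks: control and blank well means / Evaluation: percent signal gain over controls, blank-subtracted / Measured by: luciferase luminescence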
# PERK inh – block of dimerizer-induced PERK translation repression, primary screen, PERK inhibitor project, CHO PERK-DD cells, SEAP luminescence, HTS | Eukaryotic translation initiation factor 2-alpha kinase 3 (Homo sapiens), Q9NZJ5 | CHO PERK-DD fusion, SEAP luminescence translation reporter | inhibition, % at 5.6 µM | 220,000 compounds, 0.17% hits;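 active = inhibition above the mean inhibition of all tested compounds plus 3 SD, set separately per screening campaign, cut at about 2.9% in these data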;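 note: PERK kinase domain activated by AP20187 dimerizer at 100 nM; 0% = DMSO with dimerizer and 100% = rapamycin at 8.4 µM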
# Ba/F3 V617F tox – reduced viability of JAK2V617F-dependent Ba/F3 cells, primary screen, JAK2V617F inhibitor project, cell-based, Ba/F3 EpoR-JAK2V617F, luminescence | ATP luminescence | AID 1446, 2008 | inhibition, % at 5.6 µM | 220,000 compounds, 1.1% hits;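 active = inhibition above the campaign mean plus 3 SD over all tested compounds, cut at about 24% in these data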;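 note: cytokine-independent growth of Ba/F3 cells driven by EpoR plus mutant JAK2; 0% = DMSO-treated cells and 100% = JAK inhibitor I control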
# S1P4 ag – S1P4 receptor agonists, primary screen, cell-based | AID 1509, 2009 | S1P4-expressing cell line, agonist reporter assay | 220,000 compounds, 0.35% hits | Sphingosine 1-phosphate receptor 4 (Homo sapiens), O95977 | activation, % at 4.98 µM; in the data active = activation above about 11%;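 note: 0% = DMSO vehicle and 100% = reference agonist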
# NPY-Y2 PAM-ag – NPY-Y2 potentiators or agonists, primary screen, cell-based | cells expressing NPY-Y2, potentiator/agonist read-out | activation, % at 3.6 µM | AID 1359, 2008 | Neuropeptide Y receptor type 2 (Homo sapiens), P49146 | 220,000 compounds, 0.45% hits; in the data active = activation above about 27%;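 note: cells stimulated with NPY near EC25 plus isoproterenol at EC100; 0% = vehicle plus submaximal agonist and 100% = vehicle plus saturating agonist; some results beyond the cut were filed as inactive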
# An asterisk follows results filed as active; / = not tested or not shown; [ ] = dose if it differs, or a comment.
SMILES,BaF3 parental,Wee1 degr inh,eIF4E 4G PPI,S1P4 antag,MDM2 E3 inh,PERK inh,Ba/F3 V617F tox,S1P4 ag,NPY-Y2 PAM-ag
Clc1ccc(Cn2nc(-c3ccccc3)nc2-c2ccccc2)cc1,5,4,9,-1,3,1.0,-2,1.3,-3
O=C(CN(C(=O)c1ccccc1Cl)N1C(=O)CCCC1=O)c1ccc(Cl)cc1,0,0,-3,-14,-13,0.8,-3,3.5,0
COc1ccc(-c2nnc(SCC(=O)NC(=O)NCc3ccco3)o2)cc1,4,-3,-1,-5,-5,-0.2,4,-4.0,-17
COC(=O)c1ccc(C2/C(=C(/O)c3ccc(OC)cc3)C(=O)C(=O)N2CC2CCCO2)cc1 (centres undefined),0,2,0,-4,-8,-0.3,1,1.4,9
O=C(Cn1c2c(c(-c3ccccc3Cl)cc1=O)CCC2)NCCCN1CCOCC1,1,-2,-12,-9,3,-0.5,-3,1.4,-19
NC(=O)c1cnn(-c2cccc(Cl)c2)c1N,-3,4,-3,-22,-4,-0.2,1,0.9,7
COc1cccc(NC(=O)COC(=O)CCOc2ccccc2OC)c1,5,-1,-3,-13,-6,1.7,-1,-0.1,-8
CC1c2c([nH]c3ccccc23)CCC1C(=O)O (centres undefined),7,1,1,-3,-2,1.4,-1,0.8,3
OCCNCCSc1ccc(Cl)cc1,5,4,2,-14,9,-0.1,5,1.9,-13
C/C(N)=C(/C#N)C(=O)COC(=O)c1ccc(O)cc1,-1,1,21,-17,0,1.4,-1,1.6,-3
COc1ccc(-c2ccn(-c3cccc(F)n3)n2)cc1,9,-2,-3,-9,-16,-0.8,3,0.8,3
CCCCN(CC)CCNC(=O)c1cc2c(=O)[nH]c3ccccc3c2n1C,0,-1,2,-2,-15,1.4,0,-0.9,-10
COC(=O)c1ccc(NC(=S)NCC2CC2)cc1,8,-2,-3,2,1,0.6,-1,1.1,-3
COc1ccc(C2(CNS(=O)(=O)c3ccccc3)CCOCC2)cc1,-1,-1,1,-8,-8,-0.8,-2,1.8,1
Brc1cnc2nc[nH]c2c1,0,-3,-1,10,-9,1.3,1,0.4,0
O=C(COC(=O)[C@H](Cc1c[nH]c2ccccc12)NC(=O)c1cccs1)NCc1ccccc1,9,2,3[fluorescence artefact?],8,/,0.6,2,0.3,-4
Cc1sc2ncnc(-n3nnc4ccccc43)c2c1C,3,-3,0,-16,-8,0.1,0,2.1,-6
CN(C(=O)c1cc(-n2cnnc2)ccc1Cl)c1ccccc1,7,3,0[fluorescence artefact?],-13,-6,1.0,1,-0.9,4
Cc1cccc(-c2noc(CCC(=O)Nc3ccccc3)n2)c1,4,-2,1[fluorescence artefact?],0,-5,1.6,-2,-2.3,-16
CCC(=O)Nc1ccc(Cl)c(NC(=O)c2cccnc2)c1,4,2,-5,-7,-9,1.3,-2,-3.1,0
CCn1c(CCNC(=O)c2ccccc2Cl)n[nH]c1=S,8,-3,-2,22,-7,0.2,2,0.8,-14
CC(=O)Nc1ccc(S(=O)(=O)N2CCN(CCC#N)CC2)cc1,11,7,-4,-9,-6,1.6,-2,0.8,5
CCCC[C@@H]1CNC(=S)N1CCCC,-1,0,-1,6,/,1.5,-4,0.4,12
CCOC(=O)C1CCCN(C/C(O)=C(\C#N)c2nc(-c3ccccc3)cs2)C1 (centres undefined),6,-1,-3,0,6,1.1,-1,1.4,1

# Reprinted from the entries so far for reference:
SMILES,BaF3 parental,Wee1 degr inh,eIF4E 4G PPI,S1P4 antag,MDM2 E3 inh,PERK inh,Ba/F3 V617F tox,S1P4 ag,NPY-Y2 PAM-ag
COC(=O)c1ccc(NC(=S)NCC2CC2)cc1,8,-2,-3,2,1,0.6,-1,1.1,-3
COc1ccc(C2(CNS(=O)(=O)c3ccccc3)CCOCC2)cc1,-1,-1,1,-8,-8,-0.8,-2,1.8,1
Brc1cnc2nc[nH]c2c1,0,-3,-1,10,-9,1.3,1,0.4,0
O=C(COC(=O)[C@H](Cc1c[nH]c2ccccc12)NC(=O)c1cccs1)NCc1ccccc1,9,2,3[fluorescence artefact?],8,/,0.6,2,0.3,-4
Cc1sc2ncnc(-n3nnc4ccccc43)c2c1C,3,-3,0,-16,-8,0.1,0,2.1,-6
CN(C(=O)c1cc(-n2cnnc2)ccc1Cl)c1ccccc1,7,3,0[fluorescence artefact?],-13,-6,1.0,1,-0.9,4

# Going on with the list.
SMILES,BaF3 parental,Wee1 degr inh,eIF4E 4G PPI,S1P4 antag,MDM2 E3 inh,PERK inh,Ba/F3 V617F tox,S1P4 ag,NPY-Y2 PAM-ag
O=C(COC(=O)c1ccccc1[N+](=O)[O-])c1ccc(C2CCCCC2)cc1,-1,0,0,2,-49,0.4,-1,-0.6,2
Cc1ccc(NC(=O)CSc2nc(C)c(Cc3ccccc3)c(=O)[nH]2)cc1,1,1,-2,-20,3,0.2,-4,1.9,-4
CC1CCCCN1C(=O)COc1ccc(F)cc1 (centres undefined),-1,9.6*,5,9,-13,1.7,-3,0.6,16
O=C(NCc1ccccc1Cl)C1CCN(C(=O)c2sccc2-n2cccc2)CC1,8,-3,-2,7,-6,-0.7,-1,-1.1,-15
Cc1ccc(C(=O)O/N=C2/CC3CCC2(C)[C@@]3(C)CBr)cc1 (some centres undefined),-2,0,-7,-4,-11,0.3,-1,1.0,-23
CC[n+]1c(/C=C2\C=C(C)CC(C)C2)sc2ccccc21 (centres undefined),63*,-2,1[fluorescence artefact?],-5,-12,0.3,63*,1.3,-9
COc1cc(C2Nc3ccccc3C(=O)N2NS(C)(=O)=O)ccc1O (centres undefined),-1,0,-11,7,-4,0.8,-1,-1.1,-7
Cc1ccccc1NC(=O)C1CC(=O)N(c2ccc3c4c(cccc24)CC3)C1 (centres undefined),5,-2,-6,3,-37,0.5,0,-2.5,1
Cc1cccc(N2C(S)=C(C#N)C(=O)NC23CCCCC3)c1,2,-1,-5,-6,4,1.1,-2,-0.1,10
CC(C)CCNC(=O)c1ccc(Cl)c(NC(=O)c2ccccc2F)c1,3,1,2,-1,-1,0.0,-1,-2.1,-22
Cc1ccc(C(=O)c2c(NC(=O)c3ccccc3C)sc(C)c2C)cc1,2,-1,2,0,2,0.3,-1,-0.4,-31
Nc1nc(=S)c2ncn(C3CCCC3)c2[nH]1,-2,1,-1,-4,-6,0.7,-5,2.3,-3
C=CCN=C1S/C(=C/c2ccc([N+](=O)[O-])cc2)C(=O)N1CC=C,-5,8,0,3,-6,0.8,-4,0.6,-22
O=C1CC(c2ccc(F)cc2)CC2=C1C(c1ccc([N+](=O)[O-])o1)Nc1ccccc1N2 (centres undefined),-1,-2,8,-21,-9,-0.1,7,-0.9,-3
CCN(CC)CCC(=O)Nc1ccc2c(c1)N(C(=O)CN(CC)CC)c1ccccc1CC2,4,2,2,1,-5,-1.1,2,-0.7,-4
CCC(=O)N(C)CCc1cc2c(c(OC)c1/C=N/Nc1ccc(C(=O)O)cc1)OCO2,-4,-1,3,2,-5,0.6,-1,1.0,-16
Cc1noc(C)c1C(=O)OCC(=O)C12CC3CC(CC(C3)C1)C2,0,2,0,2,-9,-0.3,4,0.3,11
Cc1ccc2c(c1)-c1cc(C)nn1C(c1ccc3c(c1)OCO3)N2 (centres undefined),5,1,6,-7,-15,1.1,-1,-0.7,3
O=C(NNc1cc(Cl)ccc1Cl)c1c(F)cccc1Cl,-1,1,-5,14,-8,1.9,0,-1.2,-20
COCc1cc(C)nc(OCC(=O)N/N=C/c2cccc(OC)c2)c1C#N,-2,-2,-8,-16,-10,0.1,-5,-1.1,-1
Cc1nn(C2CCS(=O)(=O)C2)c(Cl)c1/C=C/C(=O)OCC(=O)Nc1ccccc1OC(F)F (centres undefined),2,2,-4,-5,-6,-0.5,-2,-0.3,11
CCn1c(-c2cc(-c3ccccc3OC)nc3ccccc23)n[nH]c1=S,2,-1,0,-18,-13,-0.8,-3,0.1,-6
COc1ccc(N(C(=O)Cn2nnc3ccccc32)C(C(=O)NCc2ccco2)c2cccnc2)cc1 (centres undefined),0,7,2,-4,-10,-1.1,0,-1.4,-4
COc1cccc(CC2CC(=O)N(c3ccc4c(C)cc(=O)oc4c3)C2=O)c1 (centres undefined),1,-2,1,10,-1,0.0,-3,1.7,8
Cc1ccc(C)c2[nH]c(=O)c(CCNC(=O)c3ccc(Br)o3)cc12,5,4,/,-16,/,-0.8,-3,0.2,-4
CC1=CC(C)(C)N(C(=O)CN2C(=O)c3ccccc3C2=O)c2ccccc21,1,-1,6,9,-2,-1.0,-2,2.0,10
O=C(O)CNC(=S)N(Cc1ccccc1Cl)C1CCCCC1,-2,-2,3,5,4,1.8,-2,0.3,9
CC(Sc1nncn1C)C(=O)NCc1ccc2c(c1)OCO2 (centres undefined),3,-1,2,-11,-16,-0.2,2,-0.6,2
CN1CC=C2C(C#N)=C(N)C(C#N)(C#N)[C@H](c3cccs3)[C@H]2C1,6,-2,0[fluorescence artefact?],1,-2,1.4,0,0.4,2
N#Cc1c(-c2ccc(Cl)cc2)nc2n(c1=O)CCCS2,2,0,-7,-8,0,0.4,-2,1.7,9
CC(=O)Nc1ccc(C(=O)OCC(=O)NCc2ccc(Cl)cc2)cc1,2,1,-3,-9,-14,0.2,1,2.1,-6
O=C(NCc1ccco1)c1cnc2ccccn2c1=O,9,-1,-4,1,-6,0.4,3,1.9,8
CCOC(=O)CSc1nc(-c2ccccc2)nc2c1oc1ccccc12,4,1,6,3,-11,0.6,-2,1.5,-24
CCSc1nnc(NC(=O)CSc2nc3c(c(=O)n2CC)SC(C)C3)s1 (centres undefined),2,0,0[fluorescence artefact?],-19,-10,1.1,-1,0.8,-2
O=C(O)COc1ccccc1/C=N/NC(=O)CSc1nc2ccccc2c(=O)n1-c1ccc(Cl)cc1,1,1,5,5,-5,0.9,-1,0.0,-14
Fc1cccc(COc2ccccc2C(=S)N2CCCC2)c1,3,-1,0,3,-17,0.7,1,0.0,6
O=C(NCC(c1cccs1)N1CCOCC1)c1cc(-c2ccccn2)nc2ccccc12 (centres undefined),-12,0,2,-5,/,-0.2,0,0.5,-2
CC(=O)c1c(N2CCN(C)CC2)[nH]c(-c2ccccc2)nc1=S,1,-4,2,-23,-7,-0.8,0,2.1,0
COC(=O)c1ccc(NC(=O)Cn2nc(C)cc2C)cc1,5,5,1,10,-8,1.7,2,-1.2,-11
CC(C)(C)NC(=O)c1nc2ccccc2s1,5,-2,-2,14,-1,1.6,0,-2.1,15
